CHT inh: inhibitors of human choline transporter CHT | AID 488975, 2010 | B-score at 10 µM | CHT-expressing cells, membrane potential dye, choline response; stronger effect = lower value | 0.86% of 310,000 active | High affinity choline transporter 1 (Homo sapiens), Q9GZV3;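 active = B-score over 3 SD under the library average, and starting fluorescence ratio not unusually high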;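 note: choline stimulus applied at its EC90 after an EC20 pre-addition; B-score computed on integrated fluorescence ratio after choline addition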
KCNQ2 inh: KCNQ2 potassium channel inhibitors, primary screen, cell-based, CHO-K1, FluxOR thallium flux, B-score (AID 2156); B-score at 10 µM; Potassium voltage-gated channel subfamily KQT member 2 (Rattus norvegicus), O88943; 1.1% of 310,000 active; 20 min; stronger effect = lower value;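 active = fluorescence ratio B-score at most minus 3 library SDs, with starting brightness B-score within 2 library SDs, cut at about -5.5 in these data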
Target sequence (O88943 whole entry, looked up): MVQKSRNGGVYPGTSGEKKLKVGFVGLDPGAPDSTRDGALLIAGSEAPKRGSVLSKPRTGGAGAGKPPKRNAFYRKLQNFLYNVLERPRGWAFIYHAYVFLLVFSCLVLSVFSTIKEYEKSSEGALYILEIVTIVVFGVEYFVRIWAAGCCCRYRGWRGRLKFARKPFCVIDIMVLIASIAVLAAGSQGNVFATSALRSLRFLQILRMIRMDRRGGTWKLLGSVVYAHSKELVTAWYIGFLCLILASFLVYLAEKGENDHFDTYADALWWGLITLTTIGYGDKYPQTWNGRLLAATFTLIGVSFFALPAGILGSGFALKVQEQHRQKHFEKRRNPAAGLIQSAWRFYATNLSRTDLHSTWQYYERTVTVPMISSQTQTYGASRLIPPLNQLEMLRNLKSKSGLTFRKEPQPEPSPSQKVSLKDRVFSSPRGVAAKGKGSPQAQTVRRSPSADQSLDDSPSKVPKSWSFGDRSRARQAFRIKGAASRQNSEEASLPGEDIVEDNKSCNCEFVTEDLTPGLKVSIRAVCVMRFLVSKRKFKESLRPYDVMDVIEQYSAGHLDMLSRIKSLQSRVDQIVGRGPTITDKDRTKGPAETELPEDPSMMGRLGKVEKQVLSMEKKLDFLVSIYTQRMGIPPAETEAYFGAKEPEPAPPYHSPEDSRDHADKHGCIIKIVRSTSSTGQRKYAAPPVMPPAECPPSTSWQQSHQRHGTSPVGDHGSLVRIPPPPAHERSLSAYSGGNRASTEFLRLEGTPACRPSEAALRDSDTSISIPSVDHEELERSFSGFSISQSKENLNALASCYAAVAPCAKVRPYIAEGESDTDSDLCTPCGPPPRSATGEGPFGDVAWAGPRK
Numbers without * were called inactive; i = inactive; nt = no result given.

CHT inh	KCNQ2 inh	smiles
nt	i	O=C(c1nn2c(C(F)(F)F)cc(-c3ccccc3)nc2c1Cl)N1CCN2CCCC2C1 (configuration not stated)
i	nt	CC(C)CC(NS(=O)(=O)c1ccc2c(c1)oc(=O)n2C)C(=O)N1CC=C(c2ccccc2)CC1 (configuration not stated)
i	i	CCOC(=O)/C(C#N)=C1/C=C(C)c2ccccc2N1
i	i	COc1ccc(Cl)cc1C(=O)Nc1ccc2c(c1)OCCO2
i	i	Cn1c(-c2ccccc2)cnc1SCC(N)=O
i	i	CN1CCC(N(C)S(=O)(=O)c2ccc(NC(=O)COc3cccc(Cl)c3)cc2)CC1
i	i	O=C(N/N=C/c1cc(Cl)ccc1O)c1cccnc1
i	i	CCCCN(CC)C(=O)/C=C/c1cccc([N+](=O)[O-])c1
i	i	CCC(C)NC(=O)c1ccc(NC(=O)C2CCCO2)cc1 (configuration not stated)
i	i	COCCN(C(=O)CSCc1ccccc1)c1c(N)n(Cc2ccccc2)c(=O)[nH]c1=O

Other records
CHT inh	KCNQ2 inh	smiles
i	i	Cc1cccc(N(CC(=O)NC2CCCC2)C(=O)c2cc3cc4cccc(C)c4nc3s2)c1C
i	i	Cc1nc2ccc(F)cc2cc1C(=O)Nc1ccc(Cl)c(Cl)c1
i	i	Cc1cccc(NC(=O)CSc2nnc(CNC(=O)c3ccco3)n2C)c1
i	i	COc1ccc(/C=N/N2CCN(C)CC2)c(OC)c1OC
i	i	COC(=O)CCC(=O)Nc1nc(-c2ccccc2)cs1
i	i	O=C(NN1C(=O)c2ccccc2C1=O)c1ccncc1
i	i	CCOC(=O)C1C(=O)C=C(c2ccc([N+](=O)[O-])cc2)CC1c1ccccc1 (configuration not stated)
i	i	CCc1nc2ccccc2c(C(=O)Nc2ccc(F)cc2)c1C
i	i	Cc1cnc(C(=O)OCC(=O)Nc2ccc(Cl)cc2)cn1
i	i	CCCCc1nc(C(N)=O)c2[nH]c(=O)n(-c3ccc(OC)cc3OC)c2n1

The results go on.
CHT inh	KCNQ2 inh	smiles
i	i	CN(C1CCCCC1)S(=O)(=O)c1ccc2c(c1)c(=O)c(C(=O)NCCCN1CCCC1)cn2C
i	i	Cc1ccc(/C=C/c2nnc(-c3ccccc3)o2)cc1
i	i	CCn1c(SCc2ccccc2)nc2c(c1=O)SCC2
i	i	CC1CC(C)CN(C(=O)C2CCN(S(=O)(=O)c3cccs3)CC2)C1 (configuration not stated)
i	i	Cc1ccc(C(=O)NCCc2cccs2)cc1
i	i	COc1ccc(C(=O)NCCSCc2ccccc2C)cc1
i	i	CCOC(=O)C(=Cc1ccc(Br)cc1)C(=O)OCC
i	i	Cc1cccc(-c2nnn(CC/C(N)=N/O)n2)c1
i	i	COc1ccc(OCc2cc(C(=O)NCC3CCOCC3)no2)c(Cl)c1
i	i	COc1ccc(-n2nc(C(=O)NCC(=O)NCCc3ccc(OC)c(OC)c3)c3ccccc3c2=O)cc1Cl

(next part)
CHT inh	KCNQ2 inh	smiles
i	i	COc1ccc(CN2CCOCC2)cc1
i	i	O=C(CC1SC(=NCCc2ccccc2)N(/N=C/c2cccs2)C1=O)Nc1ccc(Cl)cc1 (configuration not stated)
-5.79*	i	CCc1ccc(N/C(=N/c2nc(C)cc(C)n2)NC(C)=O)cc1
i	i	CCc1c(C)nc(SCC(=O)Nc2ccc(Br)cc2)[nH]c1=O
i	i	COc1ccc(/C(C)=N/NC(=O)CNC(=O)/C=C/c2ccccc2OC)cc1
i	i	Cc1ccc(NC(=O)c2ccc(CSc3nnc(-c4ccncc4)n3C)cc2)c(C)c1
i	i	CCCn1c(=O)c(Cc2ccccc2)c(O)c2ccccc21
i	i	CCS(=O)(=O)NC(C)C(c1cccs1)N1CCN(c2ccc(OC)cc2)CC1 (configuration not stated)
i	i	CN1CCN(c2nc3ccccc3nc2C(C#N)C(=O)OC2CCCCC2)CC1 (configuration not stated)
i	i	COc1ccc(N2CCN(C(=O)CCCSc3nc4ccccc4[nH]3)CC2)cc1

(continued)
CHT inh	KCNQ2 inh	smiles
i	i	O=C(CCn1c(=O)oc2ccccc21)NCCCN1CCCC1=O
i	i	COc1ccc(C2/C=C\CN(S(=O)(=O)/C=C/c3ccccc3)CC(=O)N2Cc2ccc(F)cc2)cc1 (configuration not stated)
i	i	O=c1c2c([nH]c3ccccc13)CCCC2
i	i	COc1ccc(C(C)=O)cc1CSc1nnc(-c2ccncc2)n1C
i	i	Cc1ccc(S(=O)(=O)N(CC(=O)Nc2cccc(C(F)(F)F)c2)C(=O)N2CCN(C)CC2)cc1
i	i	COc1ccccc1N=Cc1c(O)c2ccccc2oc1=O
i	i	CC(C)OC(=O)C(CC(=O)O)N1CCOCC1 (configuration not stated)
i	i	CC(C)(C)OC(=O)NC(Cc1ccccc1)C(=O)N1CCC(C(=O)NCC(=O)Nc2ccc(F)cc2)CC1 (configuration not stated)
i	i	O=C(COc1ccc2ccccc2c1)NCC(=O)N/N=C/c1ccco1
i	i	Cn1cccc1Cc1nnc(SCC(=O)NC2CCCCC2)n1CCc1ccccc1

Compound profiles, from the list above. Values in the order: CHT inh	KCNQ2 inh
`COc1ccccc1N=Cc1c(O)c2ccccc2oc1=O` reads i	i
`Cn1cccc1Cc1nnc(SCC(=O)NC2CCCCC2)n1CCc1ccccc1` reads i	i

The listing picks up, repeating the six entries before the break.
CHT inh	KCNQ2 inh	smiles
i	i	Cc1ccc(S(=O)(=O)N(CC(=O)Nc2cccc(C(F)(F)F)c2)C(=O)N2CCN(C)CC2)cc1
i	i	COc1ccccc1N=Cc1c(O)c2ccccc2oc1=O
i	i	CC(C)OC(=O)C(CC(=O)O)N1CCOCC1 (configuration not stated)
i	i	CC(C)(C)OC(=O)NC(Cc1ccccc1)C(=O)N1CCC(C(=O)NCC(=O)Nc2ccc(F)cc2)CC1 (configuration not stated)
i	i	O=C(COc1ccc2ccccc2c1)NCC(=O)N/N=C/c1ccco1
i	i	Cn1cccc1Cc1nnc(SCC(=O)NC2CCCCC2)n1CCc1ccccc1
i	i	CC(C)CNC(=O)CCCc1c[nH]c2ccccc12
i	i	O=C(Nc1ccc(Cl)cc1)c1csc(-c2ccncc2)n1
i	i	CC(C)CCNC(=O)NC(=O)COC(=O)CCN=C1NS(=O)(=O)c2ccccc21
i	i	COc1ccccc1N1CCN(CCN(C(=O)C2CCCCC2)c2ccccn2)CC1
i	i	Cc1c(NC(=S)N/N=C/C=C/c2ccc([N+](=O)[O-])cc2)c(=O)n(-c2ccccc2)n1C
i	i	O=C(CCN1C(=O)c2ccccc2C1=O)Nc1sc2c(c1C(=O)NCC1CCCO1)CCC2 (configuration not stated)
i	i	CCC1c2ccc(C)n2CCN1C(=O)Nc1ccc(F)cc1 (configuration not stated)
i	i	O=C(NCC1CCCO1)c1cc(Br)c(Br)s1 (configuration not stated)
i	i	CCCCn1c(=O)c(F)cn(Cc2ccc(OC)c([N+](=O)[O-])c2)c1=O
i	i	Cc1nnc(SCC(=O)NCc2ccco2)n1Cc1ccccc1

Continued.
CHT inh	KCNQ2 inh	smiles
i	i	CCOc1ccc(NC(=O)C2CCCN(S(=O)(=O)c3ccc4[nH]c(=O)ccc4c3)C2)cc1 (configuration not stated)
i	i	CCc1nnc(NC(=O)CSc2nnc(Cc3ccccc3)n2-c2ccccc2)s1
i	i	CCOc1ccccc1CN1CCN(C/C=C/c2ccc(OC)cc2)CC1CCO (configuration not stated)
i	i	COc1cc(C2=Nc3c(c(C)nn3-c3ccccc3)P(=O)(N3CCOCC3)O2)cc(OC)c1OC (configuration not stated)
i	nt	CC[N+](C)(CC)CCC[n+]1c(-c2ccccc2)c2cc(N)ccc2c2ccc(N)cc21
i	i	NC1=NC[C@H](c2ccccc2)N1CCCCC1CCCCC1
i	i	Cc1cc2ncn(C(=O)N3CCCC3)c2cc1C
i	i	Cc1ccc(-n2ncc(C(=O)NCC3CCN(C4CCCC4)C3)c2C2CCN(C(=O)OC(C)(C)C)CC2)cc1 (configuration not stated)
i	i	OC(CN1C2=NCCN2c2ccccc21)c1ccc(Br)cc1 (configuration not stated)
i	i	CC1CCC2C(=O)N(c3ccc(NC4CCCCC4)c([N+](=O)[O-])c3)C(=O)C2C1 (configuration not stated)

The results go on:
CHT inh	KCNQ2 inh	smiles
i	i	Cn1c(SCc2ccccc2Cl)nnc1-c1cnccn1
i	i	CCCC(=O)Nc1ccc(OCC(=O)OC)cc1
i	i	CCOC(=O)C1(CCc2ccccc2)CCN(Cc2ccc(OC)cc2)CC1
i	i	O=C(O)c1ccc(CNC(=S)Nc2ccccc2)cc1
i	i	Cc1occc1C(=O)Nc1ccc(OCc2ccccc2)cc1
i	i	CCOC(=O)c1c(C)nc2ncccn12
i	i	CCCn1c(N)c(C(=O)CSc2nc3ccccc3s2)c(=O)[nH]c1=O
i	i	Cc1ccc(C2=N/C(=C/N3CCOCC3)C(=O)O2)cc1
i	nt	COc1ccc(CCN(Cc2cccs2)S(=O)(=O)c2ccc(-n3cnnn3)cc2)cc1OC
i	i	CC(C)NCC(O)COc1ccc(COCCOC(C)C)cc1 (configuration not stated)

In another format: results already given
Each structure is followed by: CHT inh, KCNQ2 inh
CCCn1c(N)c(C(=O)CSc2nc3ccccc3s2)c(=O)[nH]c1=O
 : i, i
Cc1ccc(C2=N/C(=C/N3CCOCC3)C(=O)O2)cc1
 : i, i

Continuation:
CHT inh	KCNQ2 inh	smiles
i	i	Nc1ccc(Cl)c[n+]1Cc1cccc2cccnc12
i	i	Cc1nc2ccccc2c(=O)n1-c1ccc(F)c(NC(=O)c2cccs2)c1
i	i	O=C1O/C(=C\c2ccccc2)c2ccccc21
i	i	Cc1ccc(NC(=S)NC(=O)C2CCC2)cc1C
i	i	CC1=C([N+](=O)[O-])C(c2ccc(Cl)cc2)NC(=O)N1C (configuration not stated)
i	i	O=C(Cc1cccc(F)c1)N1CCCC(CO)(Cc2ccc(F)cc2F)C1 (configuration not stated)
i	i	CCOc1ccccc1N(CC(=O)N1CCCCCC1)S(=O)(=O)c1ccc(C)cc1
i	i	CCCc1ccc(-c2cc(N)n[nH]2)cc1
i	i	O=C(NC1CCCC1)c1cc2nc(-c3ccccc3)cc(-c3ccccc3)n2n1
i	i	Cc1cc(OCC(=O)Nc2cccnc2)c2c(C)cc(=O)oc2c1

Later entries:
CHT inh	KCNQ2 inh	smiles
i	i	O=C(Nc1ccccn1)c1ccc(Cl)c(S(=O)(=O)N2CCCCCC2)c1
i	i	CC1CCCCN1S(=O)(=O)c1ccc(C(=O)N2CCOCC2)cc1 (configuration not stated)
i	i	CCCc1nnc(SCC(=O)N2CCCC2)n1Cc1ccco1
i	i	Oc1ccc(/C=N/n2c(COc3ccccc3)n[nH]c2=S)cc1O
i	i	CCNc1nc(NC(C)C)nc(N(C#N)Cc2ccccc2)n1
i	i	CCN1CCN(Cc2ccc(NC(=O)c3cc(NC(=O)c4cnnc5ccccc45)cc(OC)c3)cc2C(F)(F)F)CC1
i	i	O=C(NCc1cccc(Cl)c1)C1CCCO1 (configuration not stated)
i	i	CC1CC(NC2=NCCS2)CC(C)(C)C1 (configuration not stated)
i	i	NNc1nc2ccc(F)cc2s1
i	i	COCCOC(=O)C1=C(C)OC(N)=C(C#N)C1c1cc2cccc(C)c2nc1Cl (configuration not stated)

Other structures follow:
CHT inh	KCNQ2 inh	smiles
i	i	Nn1c(SCc2cccc(Cl)c2)nnc1-c1ccncc1
i	i	Cc1cccc(NC(=S)NC(=O)c2ccc(Br)o2)c1C
i	i	N#Cc1c(-c2ccccc2)nc(-c2ccccc2)nc1N1CCOCC1
i	i	O=C(c1ccco1)N1CCN(C(=O)C2CC(c3ccc(F)cc3)=NO2)CC1 (configuration not stated)
i	i	CCCCn1c(=O)cc(N2CCOCC2)[nH]c1=O
i	i	COc1cc(/C=C2\SC(=S)N(CCCCC(=O)O)C2=O)ccc1OS(=O)(=O)c1ccc(C)cc1
i	i	COc1cc(C2NC(=S)NC3=C2CCc2ccccc23)cc(OC)c1OC (configuration not stated)
i	i	CC(Cc1ccco1)NC(=O)c1cccc(S(=O)(=O)N(C)C)c1 (configuration not stated)
i	i	CC(=O)NCCNC(=O)CNC(=O)c1ccc(Cl)cc1
i	i	CCOC(=O)C1=C(CN2CCN(C(=O)c3ccco3)CC2)NC(=O)NC1c1ccc(C)cc1 (configuration not stated)

CHT inh, entries above that show a hit
CHT inh	KCNQ2 inh	smiles
-5.79*	i	CCc1ccc(N/C(=N/c2nc(C)cc(C)n2)NC(C)=O)cc1

Other entries.
CHT inh	KCNQ2 inh	smiles
i	i	CCn1nc(NC(=O)c2ccncc2)c2cc3cc(C)ccc3nc21
i	i	O=S(=O)(NCc1ccccc1F)NCc1ccccc1F
i	i	O=C1N=C(N2C=CC(=C3C=CNC=C3)C=C2)/C(=C/N=NC(=O)c2ccccc2)S1
i	i	COc1ccc(C(=O)Oc2ccc3c(c2)OCO3)cc1OC
nt	i	O=C(O)c1ccccc1C(=O)N1CCN(Cc2ccc3c(c2)OCO3)CC1
i	i	C/C(=N\NC(=O)CSc1ncccn1)c1ccc2c(c1)OCCO2
nt	i	Cc1cc(NC(=O)COc2ccc(C(C)(C)C)cc2)no1
i	i	CCCCn1c(CCNC(=O)c2ccco2)nc2ccccc21
i	i	O=C(NCc1ccc(C(F)(F)F)cc1)C1CC(c2ccccc2[N+](=O)[O-])=NO1 (configuration not stated)
i	i	CC(NCc1cccc(OCc2ccccc2)c1)C(O)c1ccccc1 (configuration not stated)

(continued)
CHT inh	KCNQ2 inh	smiles
nt	i	COc1ccc(OC)c(-n2c(N)c(C(=O)NCC3CCCO3)c3nc4ccccc4nc32)c1 (configuration not stated)
i	i	O=C(CSc1nnc(CSc2nc3ccccc3s2)o1)NC1CCCCC1
i	i	COC(=O)c1ccc(/C=C2/SC(=S)N(CCCC(=O)Nc3ccccn3)C2=O)cc1
i	i	CCc1cc(C(=O)NC2CCCN(Cc3ccccc3F)C2)n(C)n1 (configuration not stated)
i	i	Cc1ccc(COC(=O)CCCN=C2NS(=O)(=O)c3ccccc32)cc1
i	i	O=C(NC1Cc2ccccc2C1)c1cc(COc2ccc(F)cc2Cl)on1

Source: PubChem BioAssay
